# High-throughput results deposited in PubChem BioAssay by National Center for Advancing Translational Sciences (NCATS).
# N370S GC mod: qHTS Assay for Inhibitors and Activators of N370S glucocerebrosidase as a Potential Chaperone Treatment of Gaucher Disease; Lysosomal acid glucosylceramidase (Homo sapiens), P04062; N370S GC spleen homogenate, 4MU-glucoside fluorescence; Potency, µM (top dose mostly 59.4 µM), for inactives: at the top dose activity change, negative = inhibition, usual class: inhibitors; 330,000 tested, 0.092% active;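 also: 0% = full enzyme activity and -100% = no enzyme basal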
# TDP1 block: qHTS Assay for Inhibitors of Tyrosyl-DNA Phosphodiesterase (TDP1); Tyrosyl-DNA phosphodiesterase 1 (Homo sapiens), Q9NUW8; recombinant TDP1, AlphaScreen DNA substrate cleavage; Potency, µM (titrated, usually from 130 µM), for inactives: at the highest dose activity change, negative = inhibition, hits mostly inhibitors; 350,000 tested, 0.28% active; AID 485290, 2010; also: nearly all actives have a fitted effect of over 40% in size
# Target sequence (Q9NUW8 whole entry, looked up): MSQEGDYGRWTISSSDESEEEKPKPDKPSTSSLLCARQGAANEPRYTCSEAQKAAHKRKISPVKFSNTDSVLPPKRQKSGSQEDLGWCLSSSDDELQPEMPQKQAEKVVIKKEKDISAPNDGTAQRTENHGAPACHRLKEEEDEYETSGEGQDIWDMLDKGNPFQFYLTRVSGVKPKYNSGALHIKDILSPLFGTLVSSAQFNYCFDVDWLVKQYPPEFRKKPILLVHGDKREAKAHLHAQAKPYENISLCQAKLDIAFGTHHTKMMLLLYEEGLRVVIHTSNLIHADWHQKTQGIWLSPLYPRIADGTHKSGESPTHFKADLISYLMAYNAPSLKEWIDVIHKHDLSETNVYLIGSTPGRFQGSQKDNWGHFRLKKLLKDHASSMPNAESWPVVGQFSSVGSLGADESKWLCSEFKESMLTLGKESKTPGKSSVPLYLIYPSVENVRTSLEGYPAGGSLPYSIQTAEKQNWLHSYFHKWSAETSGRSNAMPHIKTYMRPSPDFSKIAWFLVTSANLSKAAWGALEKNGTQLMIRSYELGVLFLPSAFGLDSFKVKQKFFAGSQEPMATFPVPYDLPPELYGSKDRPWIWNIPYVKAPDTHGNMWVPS
#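 Steps: enzyme plus compound, 15 min RT; add biotin/phosphotyrosine-FITC oligonucleotide (15 nM final), react 5 min; add donor/acceptor beads (10 ug/ml final), 10 min; read AlphaScreen. Tdp1 at 1 nM final.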
# FEN1 inhibitor: qHTS Assay for the Inhibitors of Human Flap endonuclease 1 (FEN1); Potency, µM (top dose mostly 114 µM), inactives show top-dose activity change, negative = inhibition, most hits filed as inhibitors; P39748; 390,000 tested, 0.35% active; AID 588795, 2011; Recombinant FEN1 flap cleavage, fluorescence, 15 min; also: nearly all actives have a fitted effect of over 65% in size
# Target sequence (P39748 whole entry, looked up): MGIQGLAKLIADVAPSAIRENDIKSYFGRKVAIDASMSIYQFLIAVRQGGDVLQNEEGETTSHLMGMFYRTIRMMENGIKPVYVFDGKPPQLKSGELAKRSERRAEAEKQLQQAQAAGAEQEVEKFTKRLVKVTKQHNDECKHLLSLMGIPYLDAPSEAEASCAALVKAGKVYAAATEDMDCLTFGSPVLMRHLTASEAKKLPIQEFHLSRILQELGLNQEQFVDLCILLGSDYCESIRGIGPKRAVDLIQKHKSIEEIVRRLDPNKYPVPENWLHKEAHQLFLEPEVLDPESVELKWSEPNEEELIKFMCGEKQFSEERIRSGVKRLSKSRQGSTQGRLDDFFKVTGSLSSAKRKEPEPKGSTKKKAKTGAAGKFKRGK
#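 Potency values derive from four-parameter Hill fits of normalized qHTS data. The reaction used 10 nM FEN1 preincubated 15 min at room temperature with compound, then 50 nM DNA substrate, read at 0 and 15 min.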
# Numbers without * were called inactive; ? = inconclusive; . = no result given; [ ] = another dose, or the depositor's remark. Calls follow the shape of the dose curve; as a rule, active = well fitted curve in the direction sought with a large enough effect; inconclusive = small, poorly fitted or top-dose-only effect, or another doubt; inactive = no such curve, though single readings can be large; an effect the other way counts as inactive or inconclusive. Unless noted, % is scaled to controls: 0 for no effect and ±100 for the full control effect; potency is read from the fitted curve at half-maximal effect.
SMILES,N370S GC mod,TDP1 block,FEN1 inhibitor
C/C(=N\NC(=O)C1CC1)c1ccc(C)c(C)c1,3%,2%,-7%
Cc1ccnc(NC(=O)CCc2c(C)nc3ncnn3c2C)c1,5%,1%,-1%
CSc1ccc(Cl)c(C(=O)NC2CCCC2)c1,14%,0%,-2%
CC(=O)c1cccc(NC(=O)/C=C/c2ccc([N+](=O)[O-])s2)c1,-6%,5%,-5%
COc1ccc(C2NC(=O)C(=O)/C2=C(\O)c2ccc(Cl)cc2)cc1OC (stereo not drawn),-1%,.,13%
CN(CC(=O)Nc1ccc(F)cc1)C(=O)c1ccc(OCc2cn3ccccc3n2)cc1,.,-2%,-5%
OC(COc1ccc(F)cc1Cl)CN1CCc2ccccc2C1 (stereo not drawn),-9%,4%[0.0935 µM],10%
CC1CCCCC1NC(=O)NC(=O)COC(=O)c1nccnc1N (stereo not drawn),.,0%,8%
CCOC(=O)C(/C=C(\C#N)C(=O)OCC)=C(/N)N1CCN(c2ccc(OC)cc2)CC1,1%,3%,-3%
c1ccc(-c2cnnc(N3CCOCC3)n2)cc1,8%,2%,9%
Cc1ccnc(-n2c(CCN3C(=O)c4ccccc4C3=O)nc3ccccc3c2=O)c1,11%,4%,3%
CCCCNC(=S)N/N=C/c1ccc(OCC(=O)Nc2c(C)cc(C)cc2C)c(OC)c1,7%,1%,-16%
Cc1ncoc1C(=O)N1CCc2c([nH]c3ccccc23)C1C1CCCCC1 (stereo not drawn),11%,5%,-2%
O=C(Nc1ccc(O)cc1)c1ccc(NC(=O)C2CCCO2)cc1 (stereo not drawn),-9%,5%,0%
O=C(COC(=O)CNC(=O)c1ccc(Cl)cc1Cl)NCC1CCCO1 (stereo not drawn),-3%,-11%,2%
O=C1C=C(NCCNc2c(F)c(F)c(CO)c(F)c2F)CCC1,-3%,-7%,0%
COC(=O)CC(CP(=O)(O)CN(C)C=O)C(=O)OC (stereo not drawn),2%,4%,7%
CN(NC(=O)c1ccc(Cl)cc1)c1nc(-c2ccccc2)nnc1C(F)(F)F,-17%,0%,-2%
Cc1nnc(NC(=O)C2CCCN(S(=O)(=O)Cc3ccccc3)C2)s1 (stereo not drawn),-1%,5%,-8%
CCN1CCN(CCCNC(=O)c2cc3cc4ccc(OC)cc4nc3o2)CC1,5%,6%,-20%

# Part of the list above in order of heavy-atom count, ascending.
SMILES,N370S GC mod,TDP1 block,FEN1 inhibitor
CSc1ccc(Cl)c(C(=O)NC2CCCC2)c1,14%,0%,-2%
OC(COc1ccc(F)cc1Cl)CN1CCc2ccccc2C1 (stereo not drawn),-9%,4%[0.0935 µM],10%
COc1ccc(C2NC(=O)C(=O)/C2=C(\O)c2ccc(Cl)cc2)cc1OC (stereo not drawn),-1%,.,13%
Cc1ncoc1C(=O)N1CCc2c([nH]c3ccccc23)C1C1CCCCC1 (stereo not drawn),11%,5%,-2%
Cc1ccnc(-n2c(CCN3C(=O)c4ccccc4C3=O)nc3ccccc3c2=O)c1,11%,4%,3%

# Later entries:
SMILES,N370S GC mod,TDP1 block,FEN1 inhibitor
CC(=O)Nc1sc(N/N=C\c2ccccc2)nc1-c1cccs1,3%,-3%,2%
COCCNC(=O)C(c1ccc(C)o1)N(C(=O)c1snc(C(N)=O)c1N)c1ccc(C)c(C)c1 (stereo not drawn),-8%,0%,14%
S=C(NCCC1=CCCCC1)NCc1ccco1,3%,0%,-4%
CCn1c(=O)c2cc(C(=O)N(C)CC(OC)OC)sc2c2ccccc21,12%,.,12%
O=C(CNC(=O)c1ccc(Br)o1)NNC(=O)c1cccc(Cl)c1,-5%,1%[0.505 µM],1%
O=C1c2ccccc2C(=O)N1CSc1nnc2c3ccccc3n(CCc3ccccc3)c2n1,2%,5%,-6%
N#CCc1nc2c3c4c(sc3ncn2n1)CCCC4,7%,4%,-12%
OB(O)c1ccc(Cl)s1,-2%,4%,-18%
O=C(Nc1ccc(Br)cc1)C1CCN(c2ncccn2)CC1,.,0%,9%
O=C(CSc1nnc(-c2ccc3c(c2)OCO3)o1)Nc1ncc(Cl)cc1Cl,8%,3%,16%
O=C(CN1C(=O)NC(Cc2ccccc2)C1=O)Nc1ccc(F)c(F)c1F (stereo not drawn),.,-1%[56.1 µM],-2%
Cc1nc(SCc2cccnc2)[nH]c(=O)c1C,-2%,3%,-2%
CCn1c(NCc2ccccc2NS(=O)(=O)c2ccc(C)cc2)nc2ccccc21,5%,0%,-8%
COCCn1c(SCC(=O)N2CCc3ccccc3C2)nc2ccccc2c1=O,13%,5%,-16%
O=C(CSc1nnc(SCc2ccc(Cl)cc2)s1)N/N=C/c1ccc(Cl)cc1Cl,2%,0%,19%
Nc1nnc(SCC(=O)OCC(=O)Nc2ccccc2F)s1,-9%,-4%,-15%
Cc1cc(C)c(C(N)=O)c(Nc2ccc(F)cc2)n1,0%,.,0%
CCN1CCN(C(c2ccc(F)cc2)c2nnnn2Cc2cccs2)CC1 (stereo not drawn),-4%,-4%,-1%
CC1CCN(C(=O)CCc2ccc(S(=O)(=O)NC(C)C)cc2)CC1,18%,-11%,-4%
CCOC(=O)CNC(=O)COc1coc(CN2CCN(Cc3ccccc3)CC2)cc1=O,-9%,-1%,-2%
C=CCNC(=O)c1ccccc1NC(=O)c1ccc(Cl)c(S(=O)(=O)Nc2ccccc2)c1,8%,4%,-23%
CC(C)(C)c1ccc(-c2noc(-c3ccc4c(c3)CCO4)n2)cc1,7%,4%,-15%
C[C@]12CCC(=O)C=C1CC[C@@H]1[C@@H]2CC[C@@]2(C)[C@H]1CC[C@@]21CCC(=O)O1,-12%,.,9%
Cn1ccsc1=NC(=O)c1ccc(S(C)(=O)=O)c([N+](=O)[O-])c1,-7%,3%,-1%
Cc1ccc([N+](=O)[O-])c(OCc2ncc(Cl)n2C)c1,-3%,10%,11%
CC(C)(C)Cc1nnc(NS(=O)(=O)c2ccccc2)s1,1%,1%,3%
Cc1ccnc(NC(=O)CCCOc2cc(=O)n(C)c3ccccc23)c1,4%,6%,-16%
COc1ccc2c(c1)C(=NNC(=O)c1ccccn1)c1cc(OC)ccc1-2,10%,2%,-2%
CC(C)(C)c1ccc(C(=O)Cn2cnnc2C#N)cc1,-5%,.,1%
COc1ccccc1/C=C1\SC(=S)N(CCC(=O)NCCc2ccc(O)cc2)C1=O,?,3%,-6%
Cc1cccc(NC(=S)N2CCN(S(=O)(=O)c3cccc(F)c3)CC2)c1,-10%,1%,-10%
CCCCOC(=O)/C(C#N)=C\c1ccc(-c2ccc(Cl)cc2)o1,.,1%[2.28 µM],-18%
O[C@@H]1CN(Cc2ccccc2Cl)CC[C@H]1N1CCOCC1,0%,.,24%
Cn1c(=O)c2c(ncn2CC(=O)Nc2nnc(Cc3ccccc3)s2)n(C)c1=O,-2%,4%,-3%
CCn1cc(C(=O)OCc2ccc(F)cc2)c(=O)c2ccc(C)nc21,4%,5%,-3%
O=C(Nc1ccc(Cl)cc1)N1CCCN(Cc2ccccc2F)C1,-22%,4%,11%
COc1ccc2c(c1OC)C(=O)OC2Nc1ccccn1 (stereo not drawn),11%,8%,-3%
Cn1c(C(=O)NCCN2CCN(Cc3ccccc3)CC2)cc2c(=O)n(C)c3ccccc3c21,-1%,.,-11%
CN(C)c1ccc(N=Cc2nc(-c3ccccc3)oc2OC(=O)c2cccc(Br)c2)cc1,-3%,3%,-4%
CC(C)NC(=O)N(C)C[C@H]1Oc2ccc(NC(=O)Nc3ccc4c(c3)OCO4)cc2C(=O)N([C@H](C)CO)C[C@@H]1C,.,1%,-16%
COc1ccccc1-c1noc(COC(=O)c2ccc(Br)o2)n1,.,-6%,8%
CSc1ccc(CN(C)C(C)C(=O)Nc2ccc(F)c(F)c2F)cc1 (stereo not drawn),16%,-6%,-26%
O=C(Cc1ccccc1F)NC1CCCc2ccccc21 (stereo not drawn),7%,0%,1%
Cc1ccc(NC(=O)Cn2cc3c(n2)CCCCC3)cc1,.,0%,12%
Cc1ccc(C)c(NC(=S)N2CCN(c3cccc(C(F)(F)F)c3)CC2)c1,-27%,4%,3%
O=C(NCCCNc1ccc(C(F)(F)F)cc1[N+](=O)[O-])c1ccc(Cl)cc1,-3%,3%,-18%
CN(Cc1ccccc1)C(=O)c1c[nH]c2ccc(S(=O)(=O)N3CCOCC3)cc2c1=O,21%,3%,-4%
O=C(NC1CCCC1)c1ccc(Br)s1,9%,-7%,-16%
Cc1ccc(C2=N/C(=C\c3cccs3)C(=O)N2Nc2ccccc2)cc1,?,10%,-19%
CN(C)Cc1nc2c([nH]1)c(=O)n(C)c(=O)n2C,17%,-8%,-19%
CC(C)c1c(C(=O)N/N=C/c2ccccc2OCc2c(F)cccc2Cl)nnn1-c1nonc1N,2%,3%,-19%
COc1cc(S(=O)(=O)Nc2c(C)cc(C)cc2C)ccc1Cl,1%,2%,1%
Cc1nn(CC(=O)OCC(=O)Nc2c(C(C)C)cccc2C(C)C)c(C)c1[N+](=O)[O-],9%,6%,33%
Nc1ccn(-c2ccccc2)c(=O)c1,-13%,0%,-7%
COc1cc(C(=O)Nc2nccs2)cc(OC)c1OC,-6%,4%,4%
CN(C)C(=O)c1ccc(NC(=O)CSc2nnc(-c3cccs3)n2N)cc1,.,0%,3%
COc1ccccc1/C=C1\Cc2ccccc2C1=O,23%,3%,-19%
C=C(C)C1CCC(C)=C1CC(C)(C)/C=N\n1cnnc1 (stereo not drawn),-4%,7%,-2%
Cc1ccc(C(=O)Oc2cccc(NC(=O)c3ccccc3)c2)cc1C,-2%,-3%,-6%
CN(C)c1ccc(N2C(=NC(=O)c3ccccc3)SC3CS(=O)(=O)CC32)cc1 (stereo not drawn),-8%,9%,-11%
# Later entries:
SMILES,N370S GC mod,TDP1 block,FEN1 inhibitor
O=C(N/N=C/c1c[nH]c2ccccc12)c1ccc(Cl)cc1,-11%,.,-14%
COC(=O)c1c(C)oc(C)c1S(=O)(=O)NCc1ccc(OC)cc1,1%,3%,-3%
COc1ccc(N(C(=O)c2cccnc2)S(=O)(=O)c2ccc(Cl)cc2)cc1,-16%,.,0%
COc1ccc(C(=O)Nc2cnc(NC(=O)c3cccs3)cc2C)cc1,-18%,.,13%
O=C(NCCc1cccs1)C1CC(c2cccc(F)c2)=NO1 (stereo not drawn),14%,-4%,-11%
CCCN(CCC)S(=O)(=O)c1cc(CN2C(=O)c3cccnc3C2=O)ccc1OC,0%,.,3%
CCCCCCS(=O)Cc1ccccc1 (stereo not drawn),-8%,-1%,-1%
CC1CN(S(=O)(=O)c2ccccc2)CC(C)O1 (stereo not drawn),5%,5%,-4%
COc1cccc(NC(=O)N2CCCC2C(=O)NC(C)C)c1 (stereo not drawn),5%,5%,-14%
O=C1CN(S(=O)(=O)c2ccc(F)cc2)CCN1,.,4%,-13%
CC(C)C[C@H](NC(=O)C1CC(=O)N(c2ccc(F)cc2)C1)C(=O)N1CCCCC1 (stereo partly drawn),-4%,5%,0%
CCOC(=O)c1c(C)n(C)c2ccc(OC)c(NC(=O)CN3CCN(C4CCCCC4)CC3)c12,-21%,5%,-2%
COc1ccc(S(=O)(=O)N(C)C2(C)CCS(=O)(=O)C2)cc1OC (stereo not drawn),2%,-2%[0.505 µM],0%
Cc1ccc(S(=O)(=O)Cn2nnnc2CN2CCN(C(=O)c3ccco3)CC2)cc1,2%,2%,3%
OCc1csc(=Nc2ccccc2)n1-c1ccccc1,1%,-4%,-3%
COc1ccccc1-c1nn(CCC(=O)Nc2ccc(C)cc2)c2nc(C)cc(C)c12,.,8%,-9%
COC(=O)c1ccccc1NCC(=O)c1ccc(OC)cc1,4%,-4%,-14%
Cc1ccc(OCC(=O)Nc2ccc3c(c2)OC(F)(F)O3)c([N+](=O)[O-])n1,12%,3%,-11%
CCOC(=O)C12CC1/C(=N\O)c1ccccc1O2 (stereo not drawn),3%,9%,.
CCCCNc1c(-c2ccc(SC3CCCCC3)cc2)nc2cnccn12,.,-1%,-16%
COc1cc2cc(CCCOC(=O)CCC(=O)O)oc(=O)c2cc1OC,.,0%,18%
Cc1cccc(C)c1NC(=O)CNC(=O)c1cncc(Br)c1,0%,.,2%

# Fetched by structure from the list above:
SMILES,N370S GC mod,TDP1 block,FEN1 inhibitor
COc1ccccc1-c1nn(CCC(=O)Nc2ccc(C)cc2)c2nc(C)cc(C)c12,.,8%,-9%
COC(=O)c1ccccc1NCC(=O)c1ccc(OC)cc1,4%,-4%,-14%
CC1CN(S(=O)(=O)c2ccccc2)CC(C)O1 (stereo not drawn),5%,5%,-4%
O=C(N/N=C/c1c[nH]c2ccccc12)c1ccc(Cl)cc1,-11%,.,-14%
COc1cccc(NC(=O)N2CCCC2C(=O)NC(C)C)c1 (stereo not drawn),5%,5%,-14%
